PDI inh: inhibitors of human PDI, primary screen, biochemical, turbidity, single point, plate reader; Protein disulfide-isomerase (Homo sapiens), P07237; PDI insulin aggregation turbidity, A650, 90 min; inhibition, % at 10 µM; hit rate 0.052% among 350,000; AID 588391, 2011;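 active = mean inhibition across replicates of 30% or more, whatever share of single replicates reach that level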;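 also: absorbance from insulin aggregation driven by PDI reduction with DTT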
Target sequence (P07237 whole entry, looked up): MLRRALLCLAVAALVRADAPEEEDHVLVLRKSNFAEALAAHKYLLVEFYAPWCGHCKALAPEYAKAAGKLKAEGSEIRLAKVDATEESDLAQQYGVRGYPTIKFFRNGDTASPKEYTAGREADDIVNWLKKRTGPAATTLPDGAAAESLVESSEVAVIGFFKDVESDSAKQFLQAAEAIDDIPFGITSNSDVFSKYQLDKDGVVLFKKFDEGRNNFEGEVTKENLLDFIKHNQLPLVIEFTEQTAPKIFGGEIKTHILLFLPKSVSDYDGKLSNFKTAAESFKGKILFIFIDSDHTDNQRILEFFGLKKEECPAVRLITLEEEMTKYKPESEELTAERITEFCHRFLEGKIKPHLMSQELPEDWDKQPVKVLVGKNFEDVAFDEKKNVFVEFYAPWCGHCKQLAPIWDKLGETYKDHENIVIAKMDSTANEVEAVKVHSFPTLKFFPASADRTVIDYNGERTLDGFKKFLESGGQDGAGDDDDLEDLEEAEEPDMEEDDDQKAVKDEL
CaV13 FRET inh: Primary screen for inhibitors of IQ motif and Ca2+-dependent inactivation inhibitor domain binding in CACNA1D, Förster resonance energy transfer in living cells, … | HEK cells, CFP/YFP FRET ICDI-IQ, plate reader, 10 min; percent FRET-ratio fall versus neutral wells | hit rate 0.098% among 340,000 | inhibition, % at 12.3 µM;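 active = mean replicate inhibition of at least 30% and at least 1% of replicates passing that level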;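 also: 0% = median of the neutral control wells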
m5-HT2A agonist: mouse Htr2a agonists via beta-arrestin recruitment, primary screen, cell-based, luminescence | 5-hydroxytryptamine receptor 2A (Mus musculus), P35363 | CHO-K1 mHTR2A beta-arrestin complementation; percent of 30 µM serotonin response | activation, % at 7.6 µM | hit rate 0.66% among 360,000;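 active = activation above a run cutoff, the mean activation of all tested compounds plus 3 SD, cut at about 14% in these data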;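 also: 0% = plate median of compound wells and 100% = 30 µM serotonin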
ABCB6 inh 2: ABCB6 transporter inhibitors, primary screen, K562-ABCB6 cells, flow cytometry, MLPCN library; K562-ABCB6 porphyrin accumulation, 1 h; hits give low values; ATP-binding cassette sub-family B member 6 (Homo sapiens), Q9NP58; fluorescence ratio to DMSO, % at 10 µM; hit rate 0.19% among 360,000; AID 602162, 2011;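 active = fluorescence ratio to DMSO below 75%, the collection mean minus 3 SD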;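 also: signal is porphyrin accumulated inside mitochondria; 100% equals median channel fluorescence of DMSO control wells; lower ratio means ABCB6 inhibition with less porphyrin fluorescence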
Vif imaging: HIV Vif self-association inhibitors, primary screen, imaging, HEK293T, single point; HEK293T cells, Vif self-association by quenched fluorescence, 24 h; inhibition, % at 7.49 µM; hit rate 0.35% among 340,000; AID 602346, 2012; in the data active = inhibition above about 50%, passing the limit was not always enough; also: some results filed as inactive read as strong as hits
MC4R antag cAMP: MC4R antagonists of cAMP signaling, primary screen, cell-based, TR-FRET, antagonist arm of biased-ligand search; MC4R-expressing cells, MTII-stimulated cAMP, LANCE TR-FRET; hit rate 0.48% among 360,000; Melanocortin receptor 4 (Homo sapiens), P32245; inhibition, % at 6.5 µM;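 active = inhibition above its plate's cutoff, the mean of tested wells on that plate plus 3 SD, cut at about 29% in these data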;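 also: 0% = Melanotan II alone and 100% = Melanotan II plus saturating MCL0020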
Target sequence (P32245 whole entry, looked up): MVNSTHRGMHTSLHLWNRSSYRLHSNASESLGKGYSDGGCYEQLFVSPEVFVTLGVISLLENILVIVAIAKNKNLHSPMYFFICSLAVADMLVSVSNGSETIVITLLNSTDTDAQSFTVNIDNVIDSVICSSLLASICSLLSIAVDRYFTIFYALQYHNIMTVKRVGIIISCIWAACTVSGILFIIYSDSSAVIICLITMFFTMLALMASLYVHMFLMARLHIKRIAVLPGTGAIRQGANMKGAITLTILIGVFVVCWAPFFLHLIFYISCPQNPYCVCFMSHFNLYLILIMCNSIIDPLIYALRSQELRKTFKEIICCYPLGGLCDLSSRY
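System – human MC4R-expressing U2OS cells · Also added – Melanotan II · Dosing – one concentration, 6.5 µM nominal · Timing – 30-min compound, 1-h challenge, 1-h detection, room temperature · Measured by – Eu-cAMP/anti-cAMP TR-FRET, emission 671 nm · Replicates – singlicate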
H9c2 protect: cardioprotection against H2O2-induced cell death, primary screen, uHTS, H9c2 cells, ATPLite luminescence. protection from H2O2 cell death, % at 20 µM. hit rate 0.63% among 360,000. H9c2 cardiomyocytes, H2O2 injury protection, 2 h;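 active = compounds giving at least 50% protection of heart cells from peroxide-induced death in the single-dose screen, raw or plate-pattern-corrected value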;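 also: 0% = DMSO wells with peroxide and 100% = DMSO wells without peroxide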
N-glyco inh: increase of ERlucT glycosylation luciferase signal, primary screen, N-linked glycosylation inhibitor project, D54 ERlucT cells, luminescence, set 2; hit rate 0.23% among 360,000; AID 588692, 2011; reporter increase, % at 12.5 µM; D54 ERlucT glycosylation luciferase reporter, 24 h; percent of 100 nM tunicamycin response;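 active = mean luciferase reporter signal, scaled so untreated is 0 and the glycosylation-blocking control 100, at or above a set limit in every replicate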;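 also: luciferase carries N-glycosylation sites so blocking glycosylation raises the light; 0% = median of neutral control wells and 100% = median of 100 nM tunicamycin wells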
aDG glyco up: activators of alpha-DG glycosylation, primary screen, uHTS, Pro5-aDG cells, AlphaScreen | alpha-DG glycosylation AlphaScreen (IIH6); 0% Pro5, 100% B10-LARGE cell signal | activation, % at 10 µM | hit rate 0.22% among 360,000;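 active = activation of at least 8% versus controls, or a plate z-score of at least 8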;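 also: Pro5 are CHO cells carrying HIG-tagged alpha-DG that lacks glycosylation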
MC4R barr agon: MC4R agonists recruiting beta-arrestin, primary screen, cell-based, luminescence, agonist arm of biased-ligand search; AID 540308, 2011; activation, % at 8.9 µM; U2OS MC4R beta-arrestin complementation; percent of melanotan II response, DMSO zero; hit rate 0.98% among 360,000; Melanocortin receptor 4 (Homo sapiens), P32245;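 active = activation above a per-plate cutoff, the mean activation of sample wells on that plate plus 3 SD, cut at about 8% in these data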
An asterisk follows results filed as active; . = no result given.

Order of results – PDI inh	CaV13 FRET inh	m5-HT2A agonist	ABCB6 inh 2	Vif imaging	MC4R antag cAMP	H9c2 protect	N-glyco inh	aDG glyco up	MC4R barr agon
- COC(=O)c1ccc(NC(=O)COc2ccccc2OC)cc1
  -7	-5	-1	91	-2	13	4	1	0.0	-1.0
- N#Cc1cccc(NC(=O)c2cc(C3CCCCN3C(=O)c3cccs3)on2)c1 (stereo unspecified)
  -6	-5	-4	88	-12	15	4	14	0.5	-0.6
- Cc1ccc(C(=O)Nc2cccc(-c3cn4ccccc4n3)c2)cc1
  -1	-5	-1	104	-1	7	0	0	-0.1	-0.5
- CCOc1ccc(S(=O)(=O)N2CCCC(C(=O)NCc3ccccn3)C2)cc1 (stereo unspecified)
  24	-3	4	93	6	3	-1	1	0.1	0.4
- Cc1cc(C)cc(OCC(=O)Nc2cc(C)on2)c1
  -5	-2	-3	97	-6	2	0	0	0.6	-1.3
- COc1ccc(CNC(=O)CN(C(=O)CCC(=O)Nc2nccs2)c2ccc3c(c2)OCO3)cc1
  -6	-3	0	99	-13	23	0	0	0.1	-0.5
- CCCCOC(=O)c1ccc(NC(=O)CN2C(=O)NC3(CCCCCC3)C2=O)cc1
  -4	-7	2	98	-1	12	-9	0	0.7	-3.9
- CCOC(=O)C1(C)CCN1C(=O)c1ccc(OC)cc1OC (stereo unspecified)
  9	-5	-3	92	0	-9	9	2	0.0	1.1
- Cc1occc1C(=O)Nc1ccc2c(c1)OCO2
  10	-1	2	93	0	12	-2	0	0.0	-1.5
- O=C(NCc1ccccc1)c1ccc(C2SCC(=O)N2Cc2ccccc2)cc1 (stereo unspecified)
  9	-5	-4	101	-5	13	-2	-4	-0.1	-1.6
- COc1ccc(CCC(C)N(C)Cc2ccccc2)cc1 (stereo unspecified)
  -23	-4	-1	101	-5	1	-4	1	0.1	-2.4
- COc1cc(OC)cc(-c2nnc(SCC(=O)N(C(C)C)C(C)C)o2)c1
  -5	.	1	94	-4	5	-2	-2	0.0	0.7
- CN(C)c1cc[n+](CC(=O)c2ccc(OC(F)F)cc2)cc1
  2	1	0	95	-1	7	2	0	0.0	-3.7
- COc1cc(OC)cc(C(=O)NC(C(=O)NCc2ccccn2)C(C)C)c1 (stereo unspecified)
  -1	-6	-7	99	-1	8	4	0	0.1	-1.1
- COc1cccc(CNC(=O)CCC2CCCN(C(=O)CCC(F)(F)F)C2)c1 (stereo unspecified)
  -1	2	-4	91	-3	-2	-2	-1	0.0	-1.1
- COC(=O)c1cc(NC(C)=O)ccc1N1CCOCC1
  -5	-17	2	99	-4	23	3	4	-0.2	0.0
- O=C(Cc1ccc(F)cc1)Nc1nc(-c2ccc(F)cc2)cs1
  -3	-2	-2	95	-16	16	-2	1	0.4	6.0
- COc1cccc(OC)c1C(=O)Nc1ccc([N+](=O)[O-])cn1
  -6	-5	0	98	1	-2	-4	0	-0.2	-1.7
- O=C(COC(=O)CNC(=O)c1ccccc1F)NCC(F)(F)F
  0	-2	-4	97	3	8	8	-1	1.5	-0.2
- COc1cc(CN2CCCCCC2)cc(OC)c1OC
  -3	-8	2	102	-3	2	11	-1	0.5	-0.2

An excerpt from the list above, for reference:
Order of results – PDI inh	CaV13 FRET inh	m5-HT2A agonist	ABCB6 inh 2	Vif imaging	MC4R antag cAMP	H9c2 protect	N-glyco inh	aDG glyco up	MC4R barr agon
- COC(=O)c1ccc(NC(=O)COc2ccccc2OC)cc1
  -7	-5	-1	91	-2	13	4	1	0.0	-1.0
- N#Cc1cccc(NC(=O)c2cc(C3CCCCN3C(=O)c3cccs3)on2)c1 (stereo unspecified)
  -6	-5	-4	88	-12	15	4	14	0.5	-0.6
- Cc1ccc(C(=O)Nc2cccc(-c3cn4ccccc4n3)c2)cc1
  -1	-5	-1	104	-1	7	0	0	-0.1	-0.5
- CCOc1ccc(S(=O)(=O)N2CCCC(C(=O)NCc3ccccn3)C2)cc1 (stereo unspecified)
  24	-3	4	93	6	3	-1	1	0.1	0.4
- Cc1cc(C)cc(OCC(=O)Nc2cc(C)on2)c1
  -5	-2	-3	97	-6	2	0	0	0.6	-1.3
- COc1ccc(CNC(=O)CN(C(=O)CCC(=O)Nc2nccs2)c2ccc3c(c2)OCO3)cc1
  -6	-3	0	99	-13	23	0	0	0.1	-0.5
- CCCCOC(=O)c1ccc(NC(=O)CN2C(=O)NC3(CCCCCC3)C2=O)cc1
  -4	-7	2	98	-1	12	-9	0	0.7	-3.9
- CCOC(=O)C1(C)CCN1C(=O)c1ccc(OC)cc1OC (stereo unspecified)
  9	-5	-3	92	0	-9	9	2	0.0	1.1
- Cc1occc1C(=O)Nc1ccc2c(c1)OCO2
  10	-1	2	93	0	12	-2	0	0.0	-1.5
- O=C(NCc1ccccc1)c1ccc(C2SCC(=O)N2Cc2ccccc2)cc1 (stereo unspecified)
  9	-5	-4	101	-5	13	-2	-4	-0.1	-1.6
- COc1ccc(CCC(C)N(C)Cc2ccccc2)cc1 (stereo unspecified)
  -23	-4	-1	101	-5	1	-4	1	0.1	-2.4

The results go on:
Order of results – PDI inh	CaV13 FRET inh	m5-HT2A agonist	ABCB6 inh 2	Vif imaging	MC4R antag cAMP	H9c2 protect	N-glyco inh	aDG glyco up	MC4R barr agon
- O=C(Nc1ccc(C(F)(F)F)cn1)Nc1cccs1
  -58	-4	-2	96	8	-7	-3	-3	0.0	0.7
- ON=Cc1cccn1-c1ccccc1
  2	-3	0	103	-5	3	-5	0	-0.2	1.4
- O=C(CCC(=O)N1CCSc2ccccc21)Nc1cccc(F)c1
  .	3	-2	99	-3	5	20	0	-0.2	-0.2
- O=C(Nc1ccccn1)C1CCN(C(=O)Nc2ccccc2)CC1
  2	-5	0	97	-6	0	4	5	-0.1	-3.2
- Cc1cnc(CN(C)Cc2c(C(=O)N3CCCCCCC3)nc3ccc(Cl)cn23)[nH]1
  -10	-6	4	99	-1	19	3	-2	0.1	-4.2
- C/C(N)=C(/C#N)C(=O)CSc1nc2cc(Cl)ccc2c(=O)n1Cc1ccco1
  0	-2	2	98	-10	8	-4	3	-0.4	-1.3
- O=C(COC(=O)/C=C/c1ccccc1)NCC1CCCO1 (stereo unspecified)
  -3	5	8	98	-3	3	4	1	-0.1	0.8
- COc1cc(/C=N/N2CCN(Cc3ccccc3)CC2)cc(OC)c1OC(C)=O
  -6	-5	3	98	4	-7	0	1	0.0	0.2
- CCCCN(C1CCS(=O)(=O)C1)S(=O)(=O)c1cccs1 (stereo unspecified)
  2	-7	1	98	0	-2	-2	0	0.1	0.6
- CC(C)Oc1ccc(C(=O)O)cc1
  -6	-11	3	79	-4	0	1	1	0.1	-2.0
- COC(=O)c1ccccc1NC(=O)CSc1nncn1C
  2	-3	1	98	-8	12	15	3	-0.1	1.6
- CCCC[C@H]1COCCS(=O)(=O)N1Cc1cccc(Cl)c1
  -1	-4	-1	97	1	-1	-6	-2	0.0	2.1
- Cc1cc(C(=O)CSc2nc3ccccc3[nH]2)c(C)n1Cc1ccco1
  -3	-17	-1	87	-18	3	-22	-18	5.0	-0.7
- O=C(NCc1ccco1)c1ccc(Cn2c(=O)c3sccc3n(Cc3cccc(F)c3)c2=O)cc1
  0	1	-8	101	11	4	1	-3	0.0	-1.6
- Cn1cnc2cc(NCc3cccs3)ccc21
  3	-1	5	91	5	-1	0	1	-0.3	-1.2
- CCC/C(O)=C1\C(=O)CC(C)(C)CC1=Nc1ccccc1O
  11	3	5	101	-4	17	-10	-2	0.0	-2.4
- CC(C)OP(=O)(c1ccc(N(C)C)cc1)C(Nc1ccccc1)c1ccccc1 (stereo unspecified)
  -3	-5	8	94	10	7	13	-3	0.1	-0.5
- COc1cc(CNCc2cccs2)ccc1OCC(N)=O
  0	.	0	105	1	-1	4	-3	0.1	0.6
- CC(C)c1ccc2[nH]c3c(c2c1)CCC/C3=N\NC(=O)c1ccncc1
  -1	-4	-11	102	-4	-7	32	8	1.8	-2.8
- CC(=O)Nc1ccc(N2C(=O)c3cccc4c(O)ccc(c34)C2=O)cc1
  0	-27	9	169	.	5	4	1	0.2	-0.6
- Cc1ccccc1-n1nc2c(c1NC(=O)C(C)C)CS(=O)(=O)C2
  2	-2	2	99	8	8	4	2	0.0	-0.4
- Cn1cc(CN2CCCC(C(=O)c3cc(F)ccc3F)C2)c2ccccc21 (stereo unspecified)
  0	-4	6	97	5	8	3	-3	-0.2	1.7
- CC(C)(C)c1ccc(OCC(=O)Nc2ccncc2)cc1
  -3	-4	1	96	0	20	-20	2	0.1	1.0
- CCOC(=O)N1CCN(C(=O)c2cc3cc(OC)c(OC)cc3[nH]2)CC1
  3	-20	2	182	-7	19	-2	-1	-0.1	-0.6
- COc1cc(C(=O)Nc2ccc3c(c2)OCO3)ccc1-n1cnnn1
  9	-4	3	97	12	7	-1	-1	-0.4	-2.3
- CN(C)S(=O)(=O)N(CC(=O)NCc1ccccc1)c1ccccc1
  -7	-7	3	101	3	5	0	-2	-0.1	-0.6
- CC(C)NC(=O)c1onc(CSc2ccc(C(C)C)cc2)c1C(=O)O
  6	-3	4	98	-11	3	8	3	-0.2	0.0
- COc1ccc(CCNC(=O)/C=C/c2ccco2)cc1OC
  12	-22	5	100	-6	-7	4	0	0.0	0.1
- O=C(COC(=O)Cc1c[nH]c2ccccc12)NC1CCCCC1
  2	-7	-3	96	1	16	-3	-3	0.1	-1.4
- CCCCNC(=O)Cc1c(O)c2ccccc2[nH]c1=O
  -2	-6	0	99	4	-1	3	1	0.0	-2.1
- CCCCN1C(C(=O)Nc2cc(C)on2)=C(O)c2ccccc2S1(=O)=O
  2	-4	0	97	-9	4	1	2	0.0	-2.2
- O=C(COC(=O)c1ccc(O)cc1)Nc1ccc2[nH]c(=O)[nH]c2c1
  0	.	4	98	-2	-1	-6	0	0.1	-1.4
- CCN(CC)S(=O)(=O)c1cccc(-c2n[nH]c(=S)n2C(C)COC)c1 (stereo unspecified)
  8	-4	3	99	-2	-6	-1	1	-0.1	-3.0
- Cc1ccc(NC(=O)CSc2nnc(-c3cc(C)[nH]n3)n2N)cc1
  4	-5	-2	110	-8	16	0	2	0.0	-2.5

Assay outcomes: PubChem BioAssay, several laboratories

No enrichment for hits; 3.6% or so of the library scored in one or more.
